# Assay outcomes deposited in PubChem by several laboratories.
# Rac1 GTP hydrolysis = MgcRacGAP GTPase-activating activity inhibitors, confirmation, biochemical, ADP Hunter fluorescence; MgcRacGAP-stimulated Rac1 GTP hydrolysis, ADP Hunter fluorescence; higher % means a stronger effect; GST-tagged Rac1 F28L mutant substrate; inhibition, % at 30 µM, or IC50 in µM where a hit was titrated; 340,000 tested, 0.6% active; AID 624330;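 active = first-screen hits whose inhibition reached a set limit at any dose in the follow-up dose series; inconclusive = inhibition above the set first-screen limit but never retested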;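 also: fluorescence reports GDP produced by GAP-driven GTP hydrolysis; strong numbers were not always called active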
# Salmonella PhoP GFP = PhoP-dependent GFP reporter repression – Salmonella Typhimurium, primary screen (AID 1863) | S. Typhimurium PhoP-regulated promoter GFP reporter, 4 h; higher % means a stronger effect | inhibition, % at 50 µM; hits with a dose series show IC50 in µM | 300,000 tested, 0.16% active;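 active = inhibition over 29.93%, a cutoff 3 SD above the screen mean, later confirmed by dose response; inconclusive = inhibition over 29.93% but no dose response follow-up; inactive = inhibition at most 29.93% or unconfirmed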;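 also: 0% = low Mg2+ inducing control and 100% = high Mg2+ repressing control; strong numbers were not always called active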
# Dengue-2 NS5 capping = Dengue-2 NS5 methyltransferase inhibitors, primary screen, biochemical, confirmation dose response (AID 588689); one-dose inhibition, % at 25 µM; IC50 in µM for titrated hits; Dengue-2 NS5 methyltransferase capping enzyme assay, biochemical; higher % means a stronger effect; 340,000 tested, 0.3% active; in the data active = a potency from the dose series; inconclusive = inhibition above about 29% without an active follow-up result
# UTI89 phage lysis = inhibition of K1F phage lysis, E. coli UTI89, bacterial capsule biogenesis inhibitors, alamar blue (AID 488966) | E. coli UTI89 K1F phage lysis, alamar blue, 2 h; higher % means a stronger effect | one-dose inhibition, % at 100 µM; IC50 in µM for titrated hits | 340,000 tested, 0.02% active;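 active = phage lysis inhibition, versus mean bacterial control, above a set limit; inconclusive = no clear call, values can overlap the other calls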;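 also: capsule biogenesis inhibitors block K1F phage lysis so surviving cells raise fluorescence; higher fluorescence means more inhibition of phage lysis; actives were called in the ten point dose series up to 300 µM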
# RSV CPE inhibition = inhibition of RSV-induced cytopathic effect – HEp-2 cells, primary 10 µM value included (AID 2391); HEp-2 cells, RSV-induced CPE inhibition; higher % means a stronger effect; CPE inhibition, % at 10 µM, or IC50 in µM where a hit was titrated; 310,000 tested, 0.13% active; in the data active = a potency from the dose series; inconclusive = CPE inhibition mostly from about 23% at the one dose, without a potency; inactive = the rest, 99 in 100 with CPE inhibition below about 21%; also: strong numbers were not always called active
# Large T inhibition = SV40 large T antigen inhibitors, biochemical (AID 1903); SV40 large T antigen ATPase/helicase inhibition assay; higher % means a stronger effect; one-dose inhibition, % at 20 µM; IC50 in µM for titrated hits; 310,000 tested, 0.39% active; in the data active = a potency from the dose series; inconclusive = inhibition mostly from about 32% at the one dose, without a potency; inactive = the rest, 99 in 100 with inhibition below about 32%; also: strong numbers were not always called active
# GPR55 antagonists = GPR55 antagonists blocking LPI-driven arrestin recruitment, primary screen, imaging, U2OS, beta-arrestin-GFP, LPI agonist (AID 2013); one-dose inhibition, % at 10 µM; IC50 in µM for titrated hits; U2OS GPR55 beta-arrestin-GFP translocation imaging, LPI antagonism; higher % means a stronger effect; 290,000 tested, 0.13% active;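 active = spots per cell inhibited over 60%, with over 100 cells counted and total cytoplasm intensity under 500,000; inconclusive = wells with under 100 cells, flagged as likely toxic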;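 also: U2OS cells stably carrying GPR55 and arrestin-GFP stimulated by 5 µM LPI near EC80; imaged beta-arrestin-GFP aggregate spots per cell after agonist stimulation; plate controls were LPI-stimulated DMSO wells for no effect and DMSO wells without LPI for full effect; some results filed as inactive read as strong as hits; confirmed hits need IC50 under 10 µM and bright autofluorescent wells are also inconclusive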
# HIV peptide binding = inhibitors of HIV fusion peptide binding, primary screen, biochemical, uHTS, fluorescence dequenching (AID 1986). cell-free peptide binding, fluorescence dequenching, 30 min; higher % means a stronger effect. one-dose inhibition, % at 20 µM; IC50 in µM for titrated hits. 290,000 tested, 0.3% active; in the data active = inhibition mostly above about 52%, no sharp cut-off; inactive = mostly below about 76%; also: some results filed as inactive read as strong as hits
# GPR35 arrestin U2OS = inhibition of zaprinast-stimulated GPR35 beta-arrestin translocation – imaging, U2OS, beta-arrestin-GFP, zaprinast agonist, primary screen (AID 2058). U2OS GPR35 beta-arrestin-GFP translocation imaging, zaprinast antagonism; higher % means a stronger effect. inhibition, % at 10 µM; hits with a dose series show IC50 in µM. 290,000 tested, 0.052% active;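 active = inhibition of at least 50% with at least 30 cells and total cytoplasm GFP at most 10,000,000; inconclusive = under 30 cells or total GFP of 10,000,000 plus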
# Dengue-2 NS5 capping pilot replicate = second read-out of Dengue-2 NS5 capping, no call of its own (marks repeat the call); inhibition, %; measured here: pilot screen replicate inhibition
# Active calls of the source: *; u = inconclusive; x = not tested or not shown; [ ] = remark or other dose.
SMILES,Rac1 GTP hydrolysis,Salmonella PhoP GFP,Dengue-2 NS5 capping,UTI89 phage lysis,RSV CPE inhibition,Large T inhibition,GPR55 antagonists,HIV peptide binding,GPR35 arrestin U2OS,others
N#Cc1cccnc1N1CCN(C(=O)c2ccco2)CC1,6%,-2%,2%,-0.2%,3.3%,14%,10%,0.7%,-7%,
CC1(c2ccccc2Cl)NC(=O)N(CC(=O)Nc2ccc(N3CCCCC3)cc2)C1=O (configuration not stated),12%,4%,-4%,-1.4%,0.0%,19%,x,x,x,
CCOc1ccccc1OCCn1ncc2ccc(OC)c(OC)c2c1=O,9%,-3%,4%,1.7%,3.6%,1%,0%,-1.8%,9%,
O=c1[nH]c(CN2CCN(Cc3ccccc3)CC2)nc2scc(-c3ccccc3)c12,5%,2%,-20%,0.4%,6.5%,8%,2%,4.9%,-6%,
N#C/C(=C\c1cn[nH]c1-c1ccc(Cl)cc1)C(=O)NC1CC1,8%,-11%,-1%,1.7%[50 µM],1.0%,7%,16%,1.8%,-4%,
C=CCSc1nc2c(c(=O)[nH]1)C(C(C)C)C(C#N)=C(N)O2 (configuration not stated),4%,6%,-4%,-3.4%,-0.4%,5%,1%,0.0%,-14%,
Oc1ccc(/C=N/Nc2ccc(Cl)nn2)cc1O,u,0%,3%,1.0%,8.7%,8.2µM*,-5%,3.8%,-2%,
O=c1cc(N2CCCCCC2)[nH]c(=O)n1-c1ccc(Cl)cc1,9%,-1%,-1%,-0.1%,-0.3%,4%,-5%,0.3%,-3%,
CON(C)c1nc(NCC(C)C)nc(OCC#N)n1,-6%,7%,1%,-0.3%,1.7%,7%,-5%,0.8%,14%,
CC(=O)Nc1ccc(S(=O)(=O)NNC(=O)c2ccc(S(=O)(=O)N3CCCCC3)cc2)cc1,4%,-7%,1%,0.6%[50 µM],0.3%,4%,0%,0.7%,0%,
CN(C)S(=O)(=O)c1cccc(NC(=O)CCNC(=O)c2ccccc2Cl)c1,5%,3%,-1%,0.6%,0.6%,-7%,4%,-2.2%,-4%,
CC1CCCC(C)N1C(=O)COc1ccc(F)cc1 (configuration not stated),0%,10%,x,0.1%,-0.7%,1%,-5%,-1.7%,-3%,
Nc1nnc(/C=C/c2ccccc2Cl)s1,6%,-11%,-11%,0.7%,1.3%,3%,15%,0.2%,6%,
Brc1ccc(-c2c[n+]3c(n2-c2ccccc2)SCC3)cc1,x,13%,x,x,4.9%,14%,-10%,2.5%,9%,
CCc1ccc(NC(=O)CSc2ccc(-c3ccccn3)nn2)cc1,9%,10%,-4%,0.1%,-1.1%,-3%,-25%,-1.9%,12%,
Cc1cc(C)n(-c2nc3c(c(=O)[nH]c(=O)n3C)n2CCc2ccccc2)n1,5%,-9%,-10%,0.3%,2.0%,4%,-2%,-0.3%,14%,
CCOC(=O)N1CCN(C(=O)c2cc3c(s2)-c2c(C)cccc2OC3)CC1,3%,-12%,2%,0.8%,11%,10%,-13%,-0.8%,-16%,
CCOC(=O)N1CCN(Cc2nc3c(c(=O)n(C)c(=O)n3C)n2CCCc2ccccc2)CC1,1%,-9%,-3%,0.0%,0.8%,2%,12%,-1.5%,-10%,Dengue-2 NS5 capping pilot replicate=-5.2
CCc1nccn1CCC(=O)N1CCc2c([nH]c3ccccc23)C1CC(C)C (configuration not stated),16%,-7%,6%,0.3%,-0.1%,26%,3%,-1.3%,-6%,
O=C(O)CC(CNC(=O)C1CCCN1C(=O)OCc1ccccc1)c1ccccc1 (configuration not stated),6%,2%,-5%,2.4%[50 µM],0.3%,6%,10%,2.1%,5%,
CS(=O)(=O)Nc1cccc(-c2cn3c(n2)SCC3)c1,2%,5%,-4%,0.8%,0.1%,10%,11%,-0.9%,-22%,
CCOC(=O)N1CCC(Nc2c(Nc3ccc(F)cc3)c(=O)c2=O)CC1,4%,-5%,-7%,0.1%,4.1%,0%,17%,-1.4%,-6%,
C/C(NC(=O)c1ccccc1)=C1/C(=O)CC2C1C2(C)C (configuration not stated),5%,-9%,-5%,0.2%,4.2%,7%,-10%,0.3%,3%,
c1ccc(NC(c2ccccc2)c2ccncc2)cc1 (configuration not stated),5%,-2%,-3%,0.3%,2.0%,10%,10%,-1.0%,6%,
CCOc1cc(C(C(=O)NCC2CCCO2)N(C(=O)Cn2nnc3ccccc32)c2ccc(NC(C)=O)cc2)ccc1O (configuration not stated),9%,0%,-7%,0.1%,0.4%,5%,-2%,1.5%,10%,
O=C(NCc1ccc(Cl)cc1)c1cc(-c2ccco2)on1,5%,1%,-11%,-1.6%,0.4%,15%,13%,0.2%,5%,
CC(C)c1ccc(NC(=O)N2CCOCC2)cc1,10%,-4%,-1%,0.2%,0.8%,0%,4%,-0.4%,-5%,
O=C(Nc1ccc(F)cc1)c1ccc2nc[nH]c2c1,6%,2%,-3%,0.3%,0.8%,7%,0%,1.7%,7%,
CCNC(=O)NC(=O)C(C)OC(=O)C1CCN(S(=O)(=O)c2ccc(C)c(C)c2)CC1 (configuration not stated),-2%,-15%,1%,-0.7%,0.5%,9%,10%,0.9%,15%,
Cc1nc2ccccn2c1P(=O)(N1CCCCC1)N1CCCCC1,4%,-4%,-3%,-0.1%[50 µM],2.0%,-6%,12%,0.2%,7%,
O=C(C1=C[C@@H](C2CC2)C[C@@H](OCc2ccc(CO)cc2)O1)N1CCN(Cc2ccc3c(c2)OCO3)CC1,8%,-1%,3%,-0.6%,1.9%,13%,-2%,1.1%,-2%,
O=C(O)c1ccccc1NS(=O)(=O)c1ccc2c(c1)OCCO2,0%,x,-3%,-0.8%,-0.8%,x,11%,4.2%,10%,
COc1ccc(OC)c(CCNC(=O)c2nn(C)c3c2CS(=O)(=O)c2ccccc2-3)c1,7%,12%,1%,2.7%,5.0%,10%,14%,0.4%,-2%,
O=C(N/N=C/c1cn(-c2ccccc2)nc1-c1cccnc1)c1ccc(F)cc1,5%,2%,-6%,2.9%,6.9%,6%,11%,-1.3%,-4%,
O=C(NCC(O)CO)c1csc(Nc2cccc3ccccc23)n1 (configuration not stated),9%,-2%,-2%,0.2%,7.9%,6%,-8%,-0.9%,-2%,
COc1cc(NCCCC(C)N)c2ncccc2c1 (configuration not stated),14%,-17%,>100µM*,0.4%,x,13%,x,x,x,
Cc1ccc(CNC(=O)c2cc(=O)c3cc(C)ccc3o2)cc1,10%,-5%,-2%,-0.1%,7.8%,11%,6%,2.3%,-3%,
C/C(=C\c1ccccc1)CN1CCN(c2cccc(Cl)c2)CC1,-4%,-3%,-3%,0.3%,3.7%,0%,5%,13%,-1%,
O=C(Nc1ccc(S(=O)(=O)N2CCCCC2)cc1)C1CCN(C(=O)c2ccco2)CC1,4%,-2%,-7%,0.1%,10%,16%,-3%,1.6%,-13%,
CC(=O)c1c(O)ccc2c(-c3ccccc3)cc(=O)oc12,0%,7%,-2%,1.9%,1.4%,4%,-8%,-1.6%,7%,
O=C(Nc1cccc2ccccc12)c1ccc(Br)o1,5%,-9%,2%,-0.4%,x,10%,6%,-0.6%,7%,
COc1ccc(CNC(=O)CN2CCN(c3cccc(C)c3C)CC2)cc1,6%,2%,-5%,1.1%,14%,7%,8%,-1.3%,-11%,
Cc1cc(NC(=O)COC(=O)CCC(=O)c2ccc(F)cc2)no1,2%,18%,-8%,1.1%[50 µM],0.4%,7%,-10%,-0.4%,5%,
CN1C(=O)C(C)(C)c2cc(S(=O)(=O)NCc3ccc(C(=O)NCc4ccco4)cc3)ccc21,3%,x,1%,0.2%,1.2%,x,-3%,1.5%,-1%,
Cc1ccc(S(=O)(=O)NNC(=S)Nc2cccc(F)c2)cc1,4%,-10%,-5%,-0.4%,-1.2%,10%,13%,-1.5%,5%,
NC(=O)c1nnn(-c2cccc(C(F)(F)F)c2)c1-c1ccccc1,2%,-2%,4%,-1.0%,4.2%,9%,-6%,0.1%,-5%,
COCCNC(=S)N(C)C1(c2ccccc2Cl)CCCCC1=O (configuration not stated),5%,-7%,-8%,0.2%,3.4%,4%,9%,-0.2%,5%,
O=C(CCCC(=O)c1ccccc1)NCCc1ccccc1,8%,0%,-8%,0.3%,5.8%,3%,0%,1.1%,9%,
O=C(Nc1ccccc1)Nc1cccc(Cl)c1,10%,-2%,-6%,-7.0%,3.8%,-9%,-1%,1.9%,1%,
O=C(CN(C(=O)CNS(=O)(=O)c1ccccc1)c1ccc2c(c1)OCCO2)NCc1ccco1,6%,-5%,-2%,1.5%,1.8%,6%,12%,30%,3%,
CN(Cc1nc(-c2cnccn2)no1)C1CC(C)(C)NC(C)(C)C1,6%,x,-6%,-0.2%,0.5%,x,-12%,0.7%,8%,
CNc1cc([N+](=O)[O-])ccc1N/C=C/C(=O)c1cccs1,10%,-4%,1%,0.2%,2.7%,11%,12%,3.3%,-2%,
CCc1nnc(NC(=O)CSc2nnc(C3CCCCC3)n2-c2ccccc2)s1,-4%,-13%,-2%,-0.6%,1.4%,5%,4%,0.8%,5%,
O=C(Nc1ccccc1)c1sc2cc(C(F)(F)F)cnc2c1-c1cccs1,0%,5%,-15%,0.6%,0.1%,-1%,36%,0.0%,-12%,
CC(C)C(Nc1ccc(S(=O)(=O)N2CCOCC2)cc1[N+](=O)[O-])C(=O)O (configuration not stated),4%,-12%,-9%,0.3%,2.9%,4%,7%,0.1%,-18%,
CN(C(=O)c1ccccc1-c1ncc[nH]1)C1CCCN(Cc2ccccc2F)C1 (configuration not stated),6%,3%,6%,0.1%[50 µM],0.4%,-10%,-13%,-0.5%,1%,
Fc1cccc(COc2ccccc2CNc2ccccc2)c1,11%,-4%,-1%,9.9%,0.9%,3%,8%,-0.7%,2%,
Cc1nc2ncnn2c(C)c1CCC(=O)NCc1ccc2c(c1)OCO2,-3%,3%,0%,0.0%,1.4%,0%,-8%,-2.8%,-2%,
COc1ccc([C@H]2CC(=O)C=C(c3cccc(OC)c3OC)C2)cc1OC,15%,x,-1%,-0.1%,2.0%,x,x,x,x,
COc1ccc(C)cc1NC(=O)c1cc2c(=O)n3ccccc3nc2n1C,3%,3%,2%,0.5%,-1.0%,-2%,10%,0.5%,10%,
